Screening data: PubChem, several laboratories
H9c2 protect – cardioprotection against H2O2-induced cell death, primary screen, uHTS, H9c2 cells, ATPLite luminescence; AID 588492, 2011; protection from H2O2 cell death, % at 20 µM; H9c2 cardiomyocytes, H2O2 injury protection, 2 h; 0.63% of 360,000 active;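 active = compounds giving at least 50% protection of heart cells from peroxide-induced death in the single-dose screen, raw or plate-pattern-corrected value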;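 note: 0% = DMSO wells with peroxide and 100% = DMSO wells without peroxide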
CaV13 ICDI inh – Primary screen for inhibitors of IQ motif and Ca2+-dependent inactivation inhibitor domain binding in CACNA1D, Förster resonance energy transfer in living cells, …. AID 743397. inhibition, % at 12.3 µM. 0.098% of 340,000 active. HEK cells, CFP/YFP FRET ICDI-IQ, plate reader, 10 min; percent FRET-ratio fall versus neutral wells;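 active = mean replicate inhibition of at least 30% and at least 1% of replicates passing that level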;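 note: 0% = median of the neutral control wells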
Exocytosis inh – LAMP-1 surface exposure blockers, TALL-104 cells – cell-based, flow cytometry, MLPCN library, primary screen; TALL-104 LAMP-1 surface exposure; cells stimulated with thapsigargin and PMA; inhibition, % at 10 µM; 0.66% of 360,000 active;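 active = inhibition above about 55%, limit read from the data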
MC4R barr agon – MC4R agonists recruiting beta-arrestin, primary screen, cell-based, luminescence, agonist arm of biased-ligand search | activation, % at 8.9 µM | AID 540308, 2011 | U2OS MC4R beta-arrestin complementation; percent of melanotan II response, DMSO zero | 0.98% of 360,000 active | Melanocortin receptor 4 (Homo sapiens), P32245;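 active = activation above a per-plate cutoff, the mean activation of sample wells on that plate plus 3 SD, cut at about 8% in these data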
Target sequence (P32245 whole entry, looked up): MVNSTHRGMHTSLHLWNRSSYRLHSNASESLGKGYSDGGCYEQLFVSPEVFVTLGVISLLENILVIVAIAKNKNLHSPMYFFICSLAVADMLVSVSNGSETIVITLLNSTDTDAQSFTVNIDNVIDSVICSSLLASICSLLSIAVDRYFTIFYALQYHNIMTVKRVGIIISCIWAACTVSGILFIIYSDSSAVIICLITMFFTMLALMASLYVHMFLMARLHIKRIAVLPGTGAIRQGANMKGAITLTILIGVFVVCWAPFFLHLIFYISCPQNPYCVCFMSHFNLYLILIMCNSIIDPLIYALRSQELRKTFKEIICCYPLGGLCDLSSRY
HTR2A ag – mouse Htr2a agonists via beta-arrestin recruitment, primary screen, cell-based, luminescence; 5-hydroxytryptamine receptor 2A (Mus musculus), P35363; CHO-K1 mHTR2A beta-arrestin complementation; percent of 30 µM serotonin response; activation, % at 7.6 µM; 0.66% of 360,000 active;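 active = activation above a run cutoff, the mean activation of all tested compounds plus 3 SD, cut at about 14% in these data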;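 note: 0% = plate median of compound wells and 100% = 30 µM serotonin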
Target sequence (P35363 whole entry, looked up): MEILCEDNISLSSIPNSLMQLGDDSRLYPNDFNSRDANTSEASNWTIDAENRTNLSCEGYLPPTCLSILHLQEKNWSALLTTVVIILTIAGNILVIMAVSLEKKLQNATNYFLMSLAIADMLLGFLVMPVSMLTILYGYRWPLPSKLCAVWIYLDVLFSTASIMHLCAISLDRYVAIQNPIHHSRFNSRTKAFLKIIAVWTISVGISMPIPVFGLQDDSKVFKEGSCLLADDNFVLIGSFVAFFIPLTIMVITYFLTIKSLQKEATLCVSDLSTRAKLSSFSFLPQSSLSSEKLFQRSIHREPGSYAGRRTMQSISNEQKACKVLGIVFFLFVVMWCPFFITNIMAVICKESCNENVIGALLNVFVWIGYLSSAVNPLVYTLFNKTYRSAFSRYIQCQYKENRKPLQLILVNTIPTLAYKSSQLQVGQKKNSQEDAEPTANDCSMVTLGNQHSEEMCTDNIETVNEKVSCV
ABHD5 PLIN5 PPI – ABHD5-PLIN5 interaction inhibitors, primary screen, cell lysate, split luciferase complementation, luminescence; inhibition, % at 4 µM; 0.78% of 360,000 active; Perilipin-5 (Homo sapiens) + 1-acylglycerol-3-phosphate O-acyltransferase ABHD5 (Homo …; Split G. princeps luciferase complementation, 4 h;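 active = inhibition above the mean inhibition across every tested compound plus 3 SD, cut at about 22% in these data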;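 note: 0% = DMSO only wells and the 100% control is not disclosed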
ABCB6 inh MLPCN – ABCB6 transporter inhibitors, primary screen, K562-ABCB6 cells, flow cytometry, MLPCN library. K562-ABCB6 porphyrin accumulation, 1 h; stronger effect = lower value. ATP-binding cassette sub-family B member 6 (Homo sapiens), Q9NP58. fluorescence ratio to DMSO, % at 10 µM. 0.19% of 360,000 active. AID 602162, 2011;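 active = fluorescence ratio to DMSO below 75%, the collection mean minus 3 SD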;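 note: signal is porphyrin accumulated inside mitochondria; 100% equals median channel fluorescence of DMSO control wells; lower ratio means ABCB6 inhibition with less porphyrin fluorescence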
PDI inh – inhibitors of human PDI, primary screen, biochemical, turbidity, single point, plate reader. Protein disulfide-isomerase (Homo sapiens), P07237. PDI insulin aggregation turbidity, A650, 90 min. inhibition, % at 10 µM. 0.052% of 350,000 active;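 active = mean inhibition across replicates of 30% or more, whatever share of single replicates reach that level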;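 note: absorbance from insulin aggregation driven by PDI reduction with DTT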
N-glyco inh – increase of ERlucT glycosylation luciferase signal, primary screen, N-linked glycosylation inhibitor project, D54 ERlucT cells, luminescence, set 2. reporter increase, % at 12.5 µM. D54 ERlucT glycosylation luciferase reporter, 24 h; percent of 100 nM tunicamycin response. 0.23% of 360,000 active;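 active = mean luciferase reporter signal, scaled so untreated is 0 and the glycosylation-blocking control 100, at or above a set limit in every replicate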;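 note: luciferase carries N-glycosylation sites so blocking glycosylation raises the light; 0% = median of neutral control wells and 100% = median of 100 nM tunicamycin wells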
MC4R antagonist – MC4R antagonists of cAMP signaling, primary screen, cell-based, TR-FRET, antagonist arm of biased-ligand search; Melanocortin receptor 4 (Homo sapiens), P32245; MC4R-expressing cells, MTII-stimulated cAMP, LANCE TR-FRET; inhibition, % at 6.5 µM; 0.48% of 360,000 active; AID 540295, 2011;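 active = inhibition above its plate's cutoff, the mean of tested wells on that plate plus 3 SD, cut at about 29% in these data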;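 note: 0% = Melanotan II alone and 100% = Melanotan II plus saturating MCL0020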
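Assay system: U2OS cells stably expressing human melanocortin 4 receptor (MC4R) / Dosing: 6.5 µM / Timing: compound 30 min, challenge 1 h, detection 1 h / Measured by: Eu-cAMP/anti-cAMP TR-FRET, emission 671 nm / Replicates: singlicate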
* marks the source's active call; other numbers are inactive results. This is a random part of the collection (roughly 4.2% active in at least one column).

A first look, 2 compounds:
What do the screens show for `CCCCC(CC)CNC(=O)Cn1c(=O)[nH]c2ccsc2c1=O` (stereo unspecified)?
H9c2 protect: -5.4; CaV13 ICDI inh: -5.0; Exocytosis inh: -3.1; MC4R barr agon: -1.5; HTR2A ag: -5.6; ABHD5 PLIN5 PPI: -5.0; ABCB6 inh MLPCN: 102.0; PDI inh: -4.4; N-glyco inh: 2.5; MC4R antagonist: 8.9

What do the screens show for `N#CC1=C(N)N(c2ccccc2Sc2ccccc2)C(=O)C1`?
H9c2 protect: 2.8; CaV13 ICDI inh: -5.0; Exocytosis inh: 3.7; MC4R barr agon: -1.3; HTR2A ag: -0.6; ABHD5 PLIN5 PPI: -2.0; ABCB6 inh MLPCN: 101.0; PDI inh: 0.3; N-glyco inh: 0.0; MC4R antagonist: -1.6

This part in full, from the first entry:
What do the screens show for `CCCCC(CC)CNC(=O)Cn1c(=O)[nH]c2ccsc2c1=O` (stereo unspecified)?
H9c2 protect: -5.4; CaV13 ICDI inh: -5.0; Exocytosis inh: -3.1; MC4R barr agon: -1.5; HTR2A ag: -5.6; ABHD5 PLIN5 PPI: -5.0; ABCB6 inh MLPCN: 102.0; PDI inh: -4.4; N-glyco inh: 2.5; MC4R antagonist: 8.9

What do the screens show for `N#CC1=C(N)N(c2ccccc2Sc2ccccc2)C(=O)C1`?
H9c2 protect: 2.8; CaV13 ICDI inh: -5.0; Exocytosis inh: 3.7; MC4R barr agon: -1.3; HTR2A ag: -0.6; ABHD5 PLIN5 PPI: -2.0; ABCB6 inh MLPCN: 101.0; PDI inh: 0.3; N-glyco inh: 0.0; MC4R antagonist: -1.6

Results for Cc1ccc(C)c(NC(=O)COC(=O)CSc2ccccc2)c1 ?
H9c2 protect: 4.5; CaV13 ICDI inh: -1.7; Exocytosis inh: -5.7; MC4R barr agon: -1.5; HTR2A ag: 4.0; ABHD5 PLIN5 PPI: -8.4; ABCB6 inh MLPCN: 101.0; PDI inh: 3.8; N-glyco inh: 0.5; MC4R antagonist: 1.1

Results for Cc1ccc(CNC(=O)CSc2nnc(CNC(=O)c3ccccc3)o2)cc1 ?
H9c2 protect: -5.3; CaV13 ICDI inh: -5.6; Exocytosis inh: -2.4; MC4R barr agon: -1.2; HTR2A ag: -4.4; ABHD5 PLIN5 PPI: 6.6; ABCB6 inh MLPCN: 95.0; PDI inh: -6.7; N-glyco inh: 0.6; MC4R antagonist: 0.3

How did NC(=S)Nc1cnc2ccccc2c1 do in these assays?
H9c2 protect: -7.4; CaV13 ICDI inh: -5.4; Exocytosis inh: 2.3; MC4R barr agon: -2.1; HTR2A ag: 1.8; ABHD5 PLIN5 PPI: -0.1; ABCB6 inh MLPCN: 102.0; PDI inh: -2.2; N-glyco inh: 0.7; MC4R antagonist: -0.7

How did CCN1CCCC1CNC(=O)COc1cc(=O)n(C)c2ccccc12 (stereo unspecified) do in these assays?
H9c2 protect: 0.8; CaV13 ICDI inh: -3.5; Exocytosis inh: 1.6; MC4R barr agon: -0.5; HTR2A ag: 0.5; ABHD5 PLIN5 PPI: -4.2; ABCB6 inh MLPCN: 102.0; PDI inh: -1.1; N-glyco inh: 2.0; MC4R antagonist: 8.1

How did CCOCCc1nnc(NC(=O)CCc2ccccc2)s1 do in these assays?
H9c2 protect: 3.3; CaV13 ICDI inh: -1.2; Exocytosis inh: -5.2; MC4R barr agon: -0.2; HTR2A ag: 9.5; ABHD5 PLIN5 PPI: 5.5; ABCB6 inh MLPCN: 98.0; PDI inh: 15.5; N-glyco inh: -1.2; MC4R antagonist: 5.1

What do the screens show for `COc1ccc(-c2cc(C(F)(F)F)nc(N3CCN(C)CC3)n2)cc1OC`?
H9c2 protect: 10.0; CaV13 ICDI inh: -5.4; Exocytosis inh: 2.8; MC4R barr agon: 2.1; HTR2A ag: -3.8; ABHD5 PLIN5 PPI: 5.1; ABCB6 inh MLPCN: 95.0; PDI inh: -2.0; N-glyco inh: 1.2; MC4R antagonist: 2.0

What do the screens show for `S=c1[nH]nc(-c2cccnc2)n1-c1ccccc1`?
H9c2 protect: -6.7; CaV13 ICDI inh: -9.8; Exocytosis inh: -0.1; MC4R barr agon: -1.4; HTR2A ag: -2.3; ABHD5 PLIN5 PPI: -2.2; ABCB6 inh MLPCN: 100.0; PDI inh: 4.9; N-glyco inh: 0.1; MC4R antagonist: 9.0

How did CC1CCCC(C)N1c1nnc(N)s1 (stereo unspecified) do in these assays?
H9c2 protect: 9.5; CaV13 ICDI inh: -2.0; Exocytosis inh: -0.5; MC4R barr agon: -0.3; HTR2A ag: 2.0; ABHD5 PLIN5 PPI: 3.2; ABCB6 inh MLPCN: 98.0; N-glyco inh: 1.6; MC4R antagonist: 15.9

Results for COCCCn1c(=O)/c(=C/c2ccccc2OC(F)F)s/c1=C(\C#N)C(=O)NCCOC ?
H9c2 protect: 6.4; CaV13 ICDI inh: -7.3; Exocytosis inh: -4.1; MC4R barr agon: 0.0; HTR2A ag: 1.6; ABHD5 PLIN5 PPI: -2.8; ABCB6 inh MLPCN: 95.0; PDI inh: -5.4; N-glyco inh: 1.2; MC4R antagonist: 0.7

How did COc1ccc(-c2csc(NC(=O)CSc3ccc(Br)cc3)n2)c(OC)c1 do in these assays?
H9c2 protect: -9.9; CaV13 ICDI inh: -5.4; Exocytosis inh: -0.8; MC4R barr agon: -1.6; HTR2A ag: -2.5; ABHD5 PLIN5 PPI: -1.5; ABCB6 inh MLPCN: 97.0; PDI inh: -3.5; N-glyco inh: -2.0; MC4R antagonist: 4.7

How did COc1ccc(C(CNC(=O)c2cccc(S(=O)(=O)N3CCCCC3)c2)N2CCCC2)cc1 (stereo unspecified) do in these assays?
H9c2 protect: 15.2; CaV13 ICDI inh: -3.3; Exocytosis inh: 6.2; MC4R barr agon: 0.1; HTR2A ag: -10.8; ABHD5 PLIN5 PPI: 2.0; ABCB6 inh MLPCN: 95.0; PDI inh: -4.0; N-glyco inh: -4.3; MC4R antagonist: 4.7

How did Cc1c(C(=O)N2CCCC2)c(S(=O)(=O)NCCc2ccccc2)c(C)n1C do in these assays?
H9c2 protect: 1.8; CaV13 ICDI inh: -2.5; Exocytosis inh: 14.5; MC4R barr agon: 0.0; HTR2A ag: -4.3; ABHD5 PLIN5 PPI: -8.7; ABCB6 inh MLPCN: 99.0; PDI inh: 0.8; N-glyco inh: 0.4; MC4R antagonist: 10.4

What do the screens show for `CC(CNC(=O)c1cc(Cl)ccc1[N+](=O)[O-])NC(=O)c1cc(Cl)ccc1[N+](=O)[O-]` (stereo unspecified)?
H9c2 protect: 1.0; CaV13 ICDI inh: -4.7; Exocytosis inh: -0.2; MC4R barr agon: -0.9; HTR2A ag: -2.4; ABHD5 PLIN5 PPI: 0.6; ABCB6 inh MLPCN: 90.0; PDI inh: 4.4; N-glyco inh: 0.9; MC4R antagonist: 10.2

What do the screens show for `CCn1c(=O)c2c(n3c(=S)[nH]nc13)-c1ccccc1CC21CCCCC1`?
H9c2 protect: 1.3; CaV13 ICDI inh: -5.0; Exocytosis inh: 2.5; MC4R barr agon: -3.2; HTR2A ag: 2.0; ABHD5 PLIN5 PPI: -8.6; ABCB6 inh MLPCN: 91.0; PDI inh: 3.8; N-glyco inh: 3.0; MC4R antagonist: 6.3

How did O=S(=O)(Nc1ccc(Nc2ccccc2)cc1)c1ccc(F)cc1 do in these assays?
H9c2 protect: -7.7; CaV13 ICDI inh: -4.2; Exocytosis inh: 5.7; MC4R barr agon: 8.1; HTR2A ag: -5.7; ABHD5 PLIN5 PPI: 0.7; ABCB6 inh MLPCN: 99.0; PDI inh: 3.0; N-glyco inh: -1.1; MC4R antagonist: 2.0

What do the screens show for `COC(=O)CNC(=O)c1cc(-c2ccncc2)nc2ccc(C)cc12`?
H9c2 protect: 4.6; CaV13 ICDI inh: -6.1; Exocytosis inh: -19.3; ABCB6 inh MLPCN: 100.0; PDI inh: -6.9; N-glyco inh: -0.3

How did COc1ccc(C(=O)OCC(=O)Nc2ccc(F)c(F)c2)cc1OC do in these assays?
H9c2 protect: -4.2; Exocytosis inh: -1.1; MC4R barr agon: -0.4; HTR2A ag: -0.7; ABHD5 PLIN5 PPI: 3.0; ABCB6 inh MLPCN: 101.0; PDI inh: -3.5; N-glyco inh: 1.9; MC4R antagonist: -2.7

What do the screens show for `COCOCCn1cc(CN2CCS(=O)(=O)N(Cc3ccc(-c4ccc(F)nc4)cc3)C(C)C2=O)nn1` (stereo unspecified)?
H9c2 protect: -0.7; CaV13 ICDI inh: -9.8; Exocytosis inh: -0.1; MC4R barr agon: 0.3; HTR2A ag: -2.4; ABHD5 PLIN5 PPI: 2.0; ABCB6 inh MLPCN: 97.0; PDI inh: 1.5; N-glyco inh: 1.6; MC4R antagonist: 4.3

Results for CC1CCC2(CC1)NC(=O)c1ccccc1O2 (stereo unspecified) ?
H9c2 protect: 7.0; CaV13 ICDI inh: -0.8; Exocytosis inh: -5.3; MC4R barr agon: -0.6; HTR2A ag: 2.6; ABHD5 PLIN5 PPI: 0.4; ABCB6 inh MLPCN: 95.0; PDI inh: -3.5; N-glyco inh: 0.0; MC4R antagonist: -1.5

Results for COc1ccc(CCC(=O)OCC(=O)Nc2sccc2C(N)=O)cc1 ?
H9c2 protect: -30.2; CaV13 ICDI inh: -5.8; Exocytosis inh: 0.2; MC4R barr agon: -0.1; HTR2A ag: 3.0; ABHD5 PLIN5 PPI: -13.8; ABCB6 inh MLPCN: 100.0; PDI inh: 0.8; N-glyco inh: 1.4; MC4R antagonist: -1.9

How did Cc1ccc2c(c1)NC(=O)C(CC(=O)NCCN(C)C)O2 (stereo unspecified) do in these assays?
H9c2 protect: 13.2; CaV13 ICDI inh: -5.6; Exocytosis inh: 2.2; MC4R barr agon: -0.3; HTR2A ag: -2.0; ABHD5 PLIN5 PPI: -2.6; ABCB6 inh MLPCN: 101.0; N-glyco inh: 1.2; MC4R antagonist: 6.6

Results for COc1ccc(NC2=CC(=O)CC(C)(C)C2)cc1 ?
H9c2 protect: -4.0; CaV13 ICDI inh: -21.0; Exocytosis inh: -2.5; MC4R barr agon: -0.4; HTR2A ag: 1.1; ABHD5 PLIN5 PPI: 2.0; ABCB6 inh MLPCN: 93.0; PDI inh: 3.5; N-glyco inh: -1.2; MC4R antagonist: 2.4
